L929 necroptosis: blocks zVAD induced death of L929 cells; viability rescue, % at 10 µM; L929 zVAD necroptosis rescue, ATP luminescence, 24 h; with zVAD 60 µM; 220,000 tested, 0.38% active;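 active = activation, scaled between plate controls, above about 75%, limit read from the data; inactive = activation under that limit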;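 also: 0% = zVAD with DMSO and 100% = DMSO alone without zVAD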
EP2 antag: inhibitors of human EP2 prostaglandin E2 receptor | C6 glioma cells expressing human EP2, cAMP TR-FRET; cells stimulated with saturating PGE2 | inhibition, % at 25 µM | 260,000 tested, 0.52% active;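 active = percent inhibition above 40 after rounding to a whole number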;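 also: rat C6 glioma host cells with rolipram phosphodiesterase inhibitor present; the protocol text gives 20 µM as final concentration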
Target sequence (P43116 whole entry, looked up): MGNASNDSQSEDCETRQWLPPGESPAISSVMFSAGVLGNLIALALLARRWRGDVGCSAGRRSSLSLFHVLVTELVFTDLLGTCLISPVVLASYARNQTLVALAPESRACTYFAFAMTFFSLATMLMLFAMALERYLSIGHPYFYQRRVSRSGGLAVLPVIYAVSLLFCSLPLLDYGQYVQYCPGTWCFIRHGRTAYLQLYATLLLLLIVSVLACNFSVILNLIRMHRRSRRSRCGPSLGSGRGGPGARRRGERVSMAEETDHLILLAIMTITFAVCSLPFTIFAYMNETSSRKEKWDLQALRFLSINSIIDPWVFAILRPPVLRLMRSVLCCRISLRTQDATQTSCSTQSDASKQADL
eIF4E 4G PPI: blocks eIF4E binding to eIF4G; 220,000 tested, 0.37% active; inhibition, % at 21.7 µM; P63073+Q04637; TR-FRET eIF4E-eIF4GI(517-606) binding, 2 h;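 active = inhibition above about 30%, limit read from the data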;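 also: 0% = full FRET control wells and 100% = background wells lacking eIF4GI fragment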
14-3-3 Bad PPI: disrupts binding of bovine 14-3-3 zeta to phospho-Bad peptide | inhibition, % at 21.7 µM | 220,000 tested, 0.71% active | P63103 | AID 781 | TR-FRET 14-3-3zeta/Dy647-pBad peptide displacement, 1 h;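 active = inhibition above about 70%, limit read from the data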;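 also: 0% = full 14-3-3 plus peptide FRET controls and 100% = background without 14-3-3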
EP2 modulator: modulators of human EP2 prostaglandin E2 receptor. P43116. EP2-expressing cells, cAMP HTRF FRET, PGE2 co-stimulation. induction, % at 25 µM. 260,000 tested, 0.83% active. AID 940;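 active = compounds whose cAMP rise, as percent of the full-agonist control response, exceeds 60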;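 also: rat C6 glioma line stably carrying human EP2 under a CMV promoter; the protocol text gives 20 µM as final concentration; 100% = response of wells given 1 µM PGE2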
Rad51 HR inh: blocks human Rad51 in homologous recombination | Q06609 | hRad51 DNA strand exchange, fluorescence dequenching | inhibition, % at 10 µM | 200,000 tested, 0.085% active;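 active = inhibition above 40% at the single screening dose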;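 also: 0% = DMSO control wells and 100% = blanks with heterologous ssDNA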
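Assay system: Human Rad51 nucleoprotein filaments preassembled on unlabelled ssDNA | Reagent: Donor/quencher-labelled 47-bp dsDNA substrate | Doses: One concentration, 10 µM final | Times: 37 °C 15-min filament assembly, 30-min compound preincubation, 15-min exchange | Technique: Fluorescein emission 520 nm, excitation 485 nm | Benchmarks: Plate control and blank wells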
Hck Nef HTS: human Hck-Nef kinase inhibition; P08631; inhibition, % at 20 µM; Recombinant Hck-YEEI plus Nef, Z-Lyte FRET kinase assay; 220,000 tested, 0.68% active;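 active = Hck-Nef kinase inhibition above about 50%, limit read from the data; inactive = inhibition below that limit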;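 also: 0% = DMSO with Hck plus Nef and 100% = Hck alone without Nef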
Target sequence (P08631 whole entry, looked up): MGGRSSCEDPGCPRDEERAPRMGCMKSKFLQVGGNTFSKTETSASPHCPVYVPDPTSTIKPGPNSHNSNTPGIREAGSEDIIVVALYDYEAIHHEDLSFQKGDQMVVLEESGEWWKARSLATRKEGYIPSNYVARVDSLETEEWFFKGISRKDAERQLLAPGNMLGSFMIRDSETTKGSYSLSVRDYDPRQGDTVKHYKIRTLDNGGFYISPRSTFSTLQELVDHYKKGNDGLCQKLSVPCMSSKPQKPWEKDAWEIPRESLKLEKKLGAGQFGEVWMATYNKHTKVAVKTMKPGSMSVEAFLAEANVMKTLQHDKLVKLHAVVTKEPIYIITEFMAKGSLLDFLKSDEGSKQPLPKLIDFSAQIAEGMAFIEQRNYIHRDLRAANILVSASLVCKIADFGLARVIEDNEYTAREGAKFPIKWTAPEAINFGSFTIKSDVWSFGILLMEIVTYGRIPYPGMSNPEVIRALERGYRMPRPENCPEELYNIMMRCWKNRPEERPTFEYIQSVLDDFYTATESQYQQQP
Tb hexokinase: blocks Trypanosoma brucei hexokinase 1 activity; recombinant TbHK1, G6PDH-coupled NADH A340; inhibition, % at 10 µM; 220,000 tested, 0.11% active; AID 1430;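 active = inhibition of 50% or more in the single-dose primary screen; inactive = inhibition below 50%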
m-calpain inh: inhibitors of pig calpain II. purified calpain II, fluorogenic peptide substrate, 30 min. inhibition, % at 16 µM. 220,000 tested, 0.37% active. AID 1236;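 active = inhibition above about 50%, limit read from the data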
* hit, by the source's call; / = not tested or not shown; & = joins results of further samples; [ ] = dose if it differs, or a comment. Not all compounds are listed (hit frequency here may not be typical).

SMILES	L929 necroptosis	EP2 antag	eIF4E 4G PPI	14-3-3 Bad PPI	EP2 modulator	Rad51 HR inh	Hck Nef HTS	Tb hexokinase	m-calpain inh
CN(C)C(=O)Oc1cccc(NC(=O)c2ccccc2C(F)(F)F)c1	0.5	20	-1	-1	-17	12	8	-9	0
C[C@@H]1C(=O)O[C@@H]2[C@H](O)C34[C@@H]5OC(=O)C3(O[C@H]3OC(=O)[C@H](O)C34[C@H](C(C)(C)C)[C@H]5O)[C@@]12O (stereo partly drawn)	1.0	8	3[fluorescence artefact?]	10	14	7	-8	1	21
O=c1[nH]c2ccccc2o1	0.5	15	-1	-6	-15	7	-7	-3	-4
COP(=O)(CC(=O)O)c1ccccc1 (stereo not drawn)	-0.3	6	0	-11	2	5	-2	-4	-32
CC12CN3CN(C1)CC(c1ccccc1)(C3)C2=O	-0.6	10	3	-10	11	-3	7	2	-30
Cc1ncc(CN2CCCC(C(=O)c3ccc(C(C)(C)C)cc3)C2)s1 (stereo not drawn)	-0.8	3	3	2	-21	-8	12	6	26
CCN1C(=O)C(=C/C=C/c2ccco2)C(=O)N(CC)C1=S	0.7	9	11	6	18	-372	12	-1	-60
C=C1C(=O)O[C@@H]2C[C@@H](C)[C@@H]3C=CC(=O)[C@@]3(C)[C@@H](O)[C@H]12	94*	10	-5	-4	-18	1	18	-13	-25
CN(C)C(=O)Oc1noc2cc(Cl)ccc12	-1.4	7	-4	-2	-13	14	20	-11	-11
CCOC(=O)C1=C(C)OC(N)=C(C(=O)OCC)C12C(=O)Nc1ccc(Br)cc12 (stereo not drawn)	-0.1	11	-3	-11	5	/	-1	4	11
Cc1ccccc1N1C(=O)CC(=O)NC1=O	0.5	5	7[fluorescence artefact?]	51[fluorescence artefact?]	14	1	3	-1	5
O=C1NC(=O)N(Cc2ccccc2)C(=O)/C1=C/c1cnn(-c2ccccc2)c1	2.1	11	5	-8	-51	1	38	2	-123
CCCNC(=O)c1c(N)n(Cc2ccc3c(c2)OCO3)c2nc3ccccc3nc12	-0.2	1	-4[fluorescence artefact?]	-8[fluorescence artefact?]	22	-6	3	-5	-45
CCOCCCn1c(N)c(C(=O)Nc2sc3c(c2C(=O)OC)CCCC3)c2nc3ccccc3nc21	2.4	8	-5[fluorescence artefact?]	-9[fluorescence artefact?]	1	0	3	-57	-252
Cc1cc(N2CCCCC2)ccc1C=C1C(=O)N(C)C(=S)N(C)C1=O	-0.1	7	7	-11[fluorescence artefact?]	-3	-16	5	-14	32

Eleven entries out of the list, ordered by length of the SMILES, rising.
SMILES	L929 necroptosis	EP2 antag	eIF4E 4G PPI	14-3-3 Bad PPI	EP2 modulator	Rad51 HR inh	Hck Nef HTS	Tb hexokinase	m-calpain inh
O=c1[nH]c2ccccc2o1	0.5	15	-1	-6	-15	7	-7	-3	-4
Cc1ccccc1N1C(=O)CC(=O)NC1=O	0.5	5	7[fluorescence artefact?]	51[fluorescence artefact?]	14	1	3	-1	5
CN(C)C(=O)Oc1noc2cc(Cl)ccc12	-1.4	7	-4	-2	-13	14	20	-11	-11
CC12CN3CN(C1)CC(c1ccccc1)(C3)C2=O	-0.6	10	3	-10	11	-3	7	2	-30
CCN1C(=O)C(=C/C=C/c2ccco2)C(=O)N(CC)C1=S	0.7	9	11	6	18	-372	12	-1	-60
Cc1ncc(CN2CCCC(C(=O)c3ccc(C(C)(C)C)cc3)C2)s1 (stereo not drawn)	-0.8	3	3	2	-21	-8	12	6	26
Cc1cc(N2CCCCC2)ccc1C=C1C(=O)N(C)C(=S)N(C)C1=O	-0.1	7	7	-11[fluorescence artefact?]	-3	-16	5	-14	32
CCCNC(=O)c1c(N)n(Cc2ccc3c(c2)OCO3)c2nc3ccccc3nc12	-0.2	1	-4[fluorescence artefact?]	-8[fluorescence artefact?]	22	-6	3	-5	-45
O=C1NC(=O)N(Cc2ccccc2)C(=O)/C1=C/c1cnn(-c2ccccc2)c1	2.1	11	5	-8	-51	1	38	2	-123
C=C1C(=O)O[C@@H]2C[C@@H](C)[C@@H]3C=CC(=O)[C@@]3(C)[C@@H](O)[C@H]12	94*	10	-5	-4	-18	1	18	-13	-25
C[C@@H]1C(=O)O[C@@H]2[C@H](O)C34[C@@H]5OC(=O)C3(O[C@H]3OC(=O)[C@H](O)C34[C@H](C(C)(C)C)[C@H]5O)[C@@]12O (stereo partly drawn)	1.0	8	3[fluorescence artefact?]	10	14	7	-8	1	21

(next part)
SMILES	L929 necroptosis	EP2 antag	eIF4E 4G PPI	14-3-3 Bad PPI	EP2 modulator	Rad51 HR inh	Hck Nef HTS	Tb hexokinase	m-calpain inh
Cc1ccc(CN2CCN(Cc3ccccc3F)CC2)cc1	1.8	9	6	57	21	20	16	1	-13
Cc1cc(OC(=O)N(C)C)nc(SCc2c(Cl)cccc2Cl)n1	-1.1	10	-2	-15	24	16	9	-15	16
Cc1nonc1OCCNc1ccc([N+](=O)[O-])c2cccnc12	0.2	3	19[fluorescence artefact?]	-2	28	3	8	9	19
CCCCn1c(O)c(C(CC)=NCc2ccco2)c(=O)[nH]c1=O	0.1	2	-1[fluorescence artefact?]	8	-7	-14	1	0	24
COC(=O)[C@@H]1[C@@H](C(=O)OC)C2(c3ccccc3-c3ccccc32)N(c2ccc(Cl)cc2)N1C#N	-0.1	11	-13	3[fluorescence artefact?]	-2	5	0	-17	-22
CCC(=O)c1cc(F)c(N2CCN(CC)CC2)cc1C	-0.1	13	-5	0	13	-1	-16	-7	-4
Cc1ccccc1N1C(=O)NC(=O)/C(=C/c2ccc(N3CCOCC3)o2)C1=O	0.2	9	2	-1	21	-385	-22	-7	-7
CC12CN3CC(C)(CN(C1)C3c1cccs1)C2=O (stereo not drawn)	2.3	9	0	2	-6	-10	-21	6	11
O=C(NCCN1CCOCC1)c1ccc(Cl)nc1Cl	1.1	2	1	2	3	1	8	8	29
COC(=O)CC1=C(C(=O)OC)C2(C(=O)N(C)c3ccccc32)C(C#N)=C(N)O1 (stereo not drawn)	6.8	9	-10	-3	30	4	-2	2	-37
CCN1CCN(C(=O)Cc2c(C)n(C(=O)c3ccc(Cl)cc3)c3ccc(OC)cc23)CC1	-0.3	2	2	6	-40	3	14	-12	-8
c1ccc2c(CN3CCCCCC3)c[nH]c2c1	-1.4	10	-1	-11	-26	6	22	-2	-8
O=C(NC(Cc1ccccc1)C(=O)N1CCC2(CC1)OCCO2)C1CCCCC1 (stereo not drawn)	2.9	3	10[fluorescence artefact?]	-1[fluorescence artefact?]	6	-1	1	8	3
CCN1/C(=C\C=C\C2=[N+](CC)c3ccccc3C2(C)C)C(C)(C)c2ccccc21	5.7	/	-8[fluorescence artefact?]	-8[fluorescence artefact?]	-17	/	3	8	30
CCCC(=O)NC(Oc1ccc(OC)cc1)C(Cl)(Cl)Cl (stereo not drawn)	0.2	6	2	-11	25	-102	4	3	-6
Cn1c[n+](C)cc1C(O)c1ccccc1 (stereo not drawn)	0.5&0.5	10&6	11&2[fluorescence artefact?]	19&56[fluorescence artefact?]	-4&5	-3	0&-1	6&-3	16&-11
O=C1NC(=O)C(CCc2ccncc2)(C2CCCCC2)C(=O)N1	0.1	/	-3[fluorescence artefact?]	-4[fluorescence artefact?]	4	/	3	21	10
CN(N)N=Nc1nc2c([nH]1)c(=O)n(C)c(=O)n2C	-0.3	0	0	-6	-20	-16	-4	-30	13
C[N+]1(C)C2CCC1CC(OC(=O)c1ccccc1)C2 (stereo not drawn)	1.0	6	-8	-4	-32	21	9	-1	5
CCOC(=O)C1=C(N)Oc2cc(C)oc(=O)c2C12C(=O)N1c3c(cccc32)C(C)CC1(C)C (stereo not drawn)	0.2	7	-12	70*	45	-8	0	-4	-31
CC(C)N(Cc1ccco1)/N=C/c1c(O)n(Cc2ccccc2)c(=O)[nH]c1=O	0.0	7	1	6	13	/	9	-9	6
O=C1CC(N2CC=C(c3ccccc3)CC2)C(=O)N1c1ccc(F)cc1 (stereo not drawn)	2.7	3	0	9	-10	-10	-3	-11	-40
CCN1CCN(S(=O)(=O)c2ccc(Cl)nc2)CC1	-0.4	11	-2	-7	12	-4	-1	4	28
O=c1[nH]c(=O)n(Cc2ccccc2Cl)c(O)c1C=Nc1ccc(F)cc1	-1.6	1	1	1	-52	-3	21	-3	-92
COc1ccc(OC)c([C@@H](O)[C@H](C)NC(C)(C)C)c1	1.7	15	-2	-5	-14	-9	-4	2	1
BrCC1C[n+]2c(SCc3ccccc3)nc3sc4c(c3c2O1)CCCC4 (stereo not drawn)	1.0	11	-1	-5	-30	5	-6	-5	18
C[C@@H]1O[C@@H](O[C@H]2C[C@@H](O)[C@]3(CO)[C@H]4[C@H](O)C[C@]5(C)[C@@H](C6=CC(=O)OC6)CC[C@]5(O)[C@@H]4CC[C@]3(O)C2)[C@H](O)[C@H](O)[C@H]1O	1.1	9&11	4	-3	0&-4	2	-1	-2	22
O=P(Nc1cccc(F)c1)(Oc1ccccc1F)Oc1ccccc1F	1.5	6	-4	-2	54	4	21	2	15
CCOC(=O)c1cc(C)sc1/N=C/C1C(=O)NC(=S)NC1=O	1.3	6	-2	9	6	-8	8	-5	-68
COC(=O)C(C)Oc1cc(C)cc2oc(=O)c3c(c12)CCCC3 (stereo not drawn)	0.9	8	4	-10	51	-3	1	-6	-425
O=P(NS(=O)(=O)c1ccc(Br)cc1)(Oc1ccccc1)Oc1ccccc1	0.4	14	-7[fluorescence artefact?]	46	-31	-9	2	-4	-42
COc1ccc(CCn2c(O)c(C=NC3CC3)c(=O)[nH]c2=O)cc1OC	0.4	11	-4	1	11	1	7	47	-10
Cc1nc2ccccn2c1P(=S)(N1CCCCC1)N1CCCCC1	0.1	/	3	20[fluorescence artefact?]	25	/	2	-9	26
COC(=O)C(O)(c1c(C)[nH]c2ccccc12)C(F)(F)F (stereo not drawn)	0.2	-3	2	-7	7	3	3	5	-12
O=C(N/N=C/c1c(O)n(Cc2ccc(F)cc2)c(=O)[nH]c1=O)c1ccccc1	5.9	6	-2	-8	-6	0	7	1	-17
CCOc1ccc(-n2c(O)c(C=NCCN(CC)CC)c(=O)[nH]c2=O)cc1	0.0	6	0	8	27	1	1	-7	-2
OC12Oc3ccccc3C=C1N1CCC2CC1 (stereo not drawn)	0.7	8	6	-7[fluorescence artefact?]	-3	-3	-1	8	6
CN1CCN(C(=O)OC2c3nccnc3C(=O)N2c2ccc(Cl)cn2)CC1 (stereo not drawn)	0.3	10	5	-1	20&4	1	2	-39	-12
COc1cccc(C(=O)C2CCCN(Cc3ccc4nsnc4c3)C2)c1 (stereo not drawn)	0.3	31	6	-5	-6	/	-10	-10	23
CN1C(=O)C(Cc2c[nH]c3ccccc23)C(=O)N(C)C1=O	-0.1	/	10	1	4	/	1	-5	-53
ON1C2CCCCC2N(O)C1c1ccccc1 (stereo not drawn)	0.4	7	2	1	28	0	-1	-4	1
